# High-throughput results: PubChem, National Center for Advancing Translational Sciences (NCATS)
# ELG1 DNA repair: blocks ELG1-dependent DNA repair in HEK293T cells; HEK293T ELG1-luciferase reporter, luminescence, 16 h; DNA damage induced by 5-fluorouridine; Potency, µM (titrated, usually from 46.1 µM), for inactives: at the highest dose activity change, negative = inhibition, actives largely listed as inhibitors; hit rate 2.3% among 330,000; also: potency is read from the fitted curve at half-maximal effect; % is scaled to controls: 0 for no effect and ±100 for the full control effect; nearly all actives have a fitted effect of over 55% in size
#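 Quantitative HTS, concentration-response format. 2,000 cells/well co-treated with 5-fluorouridine and compound, 16 hr in 5% CO2 at 37 °C; ONE-Glo luminescence read after 30 min.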
# NPC1 prom act: activates the NPC1 promoter. Huh7 NPC1 promoter luciferase reporter, 24 h. Potency, µM (highest dose often 9.22 µM), without a hit: at the highest dose activation, actives largely listed as activators. hit rate 2.4% among 320,000. AID 485313;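 also: potency is read from the fitted curve at half-maximal effect; % of control where 0% means no effect; nearly all actives have a fitted effect of over 60% in size; reporter is driven by a mutant NPC1 promoter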
#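 Luminescence read-out of NPC1 promoter-driven luciferase in stably transfected Huh7 cells; compounds delivered in DMSO and left 24 h at 37C, 5% CO2, qHTS titration format.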
# PKM2 activator: activators of human pyruvate kinase M2; Potency, µM (top dose mostly 57.5 µM), for the others: top-dose activation, actives largely listed as activators; purified PKM2, Kinase-Glo ATP luminescence, activation; response scale: 0% is enzyme alone, no compound; P14618; hit rate 0.34% among 260,000; also: potency is read from the fitted curve at half-maximal effect; % is scaled to controls: 0 for no effect and ±100 for the full control effect; nearly all actives have a fitted effect of over 55% in size
# Target sequence (P14618 whole entry, looked up): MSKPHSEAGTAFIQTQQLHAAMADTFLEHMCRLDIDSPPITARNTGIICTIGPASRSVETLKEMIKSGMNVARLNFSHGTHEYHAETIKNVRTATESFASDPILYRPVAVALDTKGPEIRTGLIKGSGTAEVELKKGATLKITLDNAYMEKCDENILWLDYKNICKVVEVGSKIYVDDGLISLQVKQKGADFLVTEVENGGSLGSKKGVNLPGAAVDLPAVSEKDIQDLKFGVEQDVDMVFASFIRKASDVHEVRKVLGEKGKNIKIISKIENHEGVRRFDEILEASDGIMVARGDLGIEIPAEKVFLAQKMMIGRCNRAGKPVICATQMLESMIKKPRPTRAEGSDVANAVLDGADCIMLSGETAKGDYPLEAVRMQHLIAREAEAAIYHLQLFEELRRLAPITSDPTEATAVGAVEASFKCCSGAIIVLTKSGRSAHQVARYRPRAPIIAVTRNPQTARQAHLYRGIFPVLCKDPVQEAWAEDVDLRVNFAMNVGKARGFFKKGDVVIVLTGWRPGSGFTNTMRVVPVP
#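 Purified hPK-M2 (>95%) run at intermediate activity with 0.1 mM ADP and 0.5 mM PEP in 50 mM imidazole pH 7.2, KCl, MgCl2; 1 h room temperature. ATP formed read by Kinase-Glo luminescence; normalized to uninhibited and no-enzyme controls.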
# FLuc modulator: inhibits or activates purified firefly luciferase, miR-21 counter-screen | hit rate 6.9% among 360,000 | Potency, µM (titrated, usually from 57.5 µM), for the others: at the top dose activity change, negative = inhibition, actives largely listed as inhibitors | P08659 | purified FLuc, Km substrates, luminescence inhibition;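 also: potency is read from the fitted curve at half-maximal effect; plate controls were vehicle for no effect and reference inhibitor for full effect; nearly all actives have a fitted effect of over 55% in size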
#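 Purified P. pyralis luciferase, 10 nM final, with Km-level 10 uM D-luciferin and 10 uM ATP in 50 mM Tris acetate pH 7.5, 10 mM Mg acetate, 0.01% Tween-20, 0.05% BSA; 6-point qHTS titration about 60 µM downward; luminescence read.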
# MBNL1 CUG block: blocks human MBNL1 binding to CUG repeat RNA; hit rate 0.036% among 280,000; TR-FRET MBNL1-His/biotin-(CUG)12 binding, 665/545 ratio; Potency, µM (titrated, usually from 57.5 µM), for inactives: top-dose activity change, negative = inhibition, actives largely listed as inhibitors; active = well fitted inhibition curve with a large enough effect in the signal ratio, with a control signal flat, not every such curve was filed as active; inconclusive = small, poorly fitted or top-dose-only effect, or effect the other way, or a change in a side signal; inactive = no such curve, though single readings can be large or run the other way; the % refers to the signal ratio; also: potency is read from the fitted curve at half-maximal effect; % is scaled to controls: 0 for no effect and ±100 for the full control effect
#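 TR-FRET between His-tagged MBNL1 and biotin-(CUG)12 RNA, detected with Tb anti-His antibody (0.055 ng/ul) and streptavidin-XL665 (5 nM), 60 min at room temperature. Compounds titrated 92 nM to 58 uM; 665/545 nm ratio normalized to buffer and complex controls.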
# Rab9 prom act: activates the Rab9 promoter. hit rate 2.8% among 320,000. AID 485297. Huh7 Rab9 promoter-luciferase reporter, luminescence, 24 h. Potency, µM (series often up to 9.22 µM), inactives show top-dose activation, negative = inhibition, hits mostly activators; also: potency is read from the fitted curve at half-maximal effect; % of control where 0% means no effect; nearly all actives have a fitted effect of over 60% in size
#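 Luminescence read-out: Huh7 cells stably expressing Rab9-luciferase, treated 24 h with compound at 37 °C, then lysed with luciferase reagent for 10 min at ambient before reading.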
# Gal4-VP16 FLuc: counter-screen for ROR gamma inhibitors: Gal4-VP16 reporter | Drosophila S2 Gal4-VP16 UAS-luciferase, luminescence, 20 h | Potency, µM (highest dose often 53.6 µM), without a hit: top-dose activity, negative = inhibition, actives largely listed as inhibitors | hit rate 3.5% among 310,000;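 also: Gal4-VP16 expression switched on by copper sulfate through the metallothionein promoter; potency is read from the fitted curve at half-maximal effect; % is scaled to controls: 0 for no effect and ±100 for the full control effect; nearly all actives have a fitted effect of over 50% in size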
# Menin-MLL TR inh: displaces Texas Red mutant MLL peptide from human menin | O00255 | Menin + Texas Red MLL mutant peptide, fluorescence polarization | Potency, µM (top dose mostly 61.6 µM), for inactives: at the highest dose FP activity change, negative = inhibition, hits mostly inhibitors | hit rate 0.23% among 270,000; active = well fitted inhibition curve with a large enough effect in the polarisation, with a control signal flat, not every such curve was filed as active; inconclusive = small, poorly fitted or top-dose-only effect, or effect the other way, or a change in a side signal; inactive = no such curve, though single readings can be large or run the other way; the % refers to the polarisation; also: potency is read from the fitted curve at half-maximal effect; % of control where 0% means no effect; many of its hits are not listed in these tables
# RORg inh: inhibitors of mouse ROR gamma transcriptional activity; P51450; Drosophila S2 Gal4-RORgamma UAS-luciferase reporter, 20 h; Potency, µM (titrated, usually from 53.6 µM), without a hit: at the top dose activity change, negative = inhibition, actives largely listed as inhibitors; hit rate 5.4% among 310,000; AID 2551; also: potency is read from the fitted curve at half-maximal effect; % is scaled to controls: 0 for no effect and ±100 for the full control effect; nearly all actives have a fitted effect of over 60% in size
# Target sequence (P51450 whole entry, looked up, the tested form may be a part): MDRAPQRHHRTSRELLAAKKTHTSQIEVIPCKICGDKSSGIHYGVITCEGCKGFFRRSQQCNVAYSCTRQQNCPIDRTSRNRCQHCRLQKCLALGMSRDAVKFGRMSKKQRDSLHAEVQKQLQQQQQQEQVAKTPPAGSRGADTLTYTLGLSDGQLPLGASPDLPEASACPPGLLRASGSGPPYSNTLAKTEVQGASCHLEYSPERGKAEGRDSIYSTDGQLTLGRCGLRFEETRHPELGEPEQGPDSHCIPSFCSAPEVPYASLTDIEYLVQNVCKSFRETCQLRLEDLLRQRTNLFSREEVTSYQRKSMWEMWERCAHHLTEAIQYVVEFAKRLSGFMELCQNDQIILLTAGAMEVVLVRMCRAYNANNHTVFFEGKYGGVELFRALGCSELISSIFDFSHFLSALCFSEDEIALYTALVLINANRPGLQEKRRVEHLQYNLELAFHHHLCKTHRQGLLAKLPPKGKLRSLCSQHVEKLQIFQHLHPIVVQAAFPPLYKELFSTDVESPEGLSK
#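 A Gal4/UAS one-hybrid system in insect cells: metallothionein-promoter Gal4–ROR gamma fusion plus Photinus luciferase reporter. Copper sulfate 700 uM final, 20 hr ambient incubation, luminescent detection after 10 min with reagent.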
# Mito fusion yeast: inhibitors of mitochondrial division or activators of mitochondrial fusion; S. cerevisiae fusion-defective mutant growth rescue, CellTiterGlo 48 h; Potency, µM (top dose mostly 46.1 µM), for the others: at the highest dose growth rescue (activation), hits mostly activators; hit rate 0.23% among 320,000; AID 485298;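 also: potency is read from the fitted curve at half-maximal effect; % of control where 0% means no effect; nearly all actives have a fitted effect of over 45% in size; temperature-sensitive fusion mutants such as fzo1-1 at 37 °C on non-fermentable ethanol glycerol medium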
#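 Yeast fusion mutant, YPEG (non-fermentable carbon), compound, 48 h at 37C non-permissive; CellTiterGlo added, 10 min RT, luminescence read. Rescued growth = division inhibition.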
# KCNH2 3.1 block: KCNH2 3.1 (human) potassium channel inhibition. U2OS KCNH2 3.1, thallium flux FluxOr; stronger effect = lower value. activity change, % (tested at about 1.8 µM). hit rate 0.95% among 340,000. AID 720553;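 active = maximum activity change below -70%; inconclusive = maximum activity change from -70% to -50%; inactive = maximum activity change above -50%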;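 also: thallium influx rate constant from kinetic fluorescence after stimulation buffer; % is scaled to controls: 0 for no effect and ±100 for the full control effect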
#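 Channel expression came from 3.1 mutant virus (1.77 x 10^8 /mL) applied to suspended U2OS cells for 4 h. Flux was tracked with FluxOr dye plus Red40 quencher, and kinetic rate constants normalized to controls.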
# An asterisk follows results filed as active; u = inconclusive; x = not tested or not shown; & = joins results of further samples; [ ] = dose if it differs, or a comment. Unless noted, calls follow the shape of the dose curve; as a rule, active = well fitted curve in the direction sought with a large enough effect; inconclusive = small, poorly fitted or top-dose-only effect, or another doubt; inactive = no such curve, though single readings can be large; an effect the other way counts as inactive or inconclusive. These rows are one share of the data; rates above refer to the full screens.
no.	SMILES	ELG1 DNA repair	NPC1 prom act	PKM2 activator	FLuc modulator	MBNL1 CUG block	Rab9 prom act	Gal4-VP16 FLuc	Menin-MLL TR inh	RORg inh	Mito fusion yeast	KCNH2 3.1 block
1	Cc1nc(Nc2cccc(C(F)(F)F)c2)nc2c1C(=O)CC(C)C2 (stereo unspecified)	11%	-2%	0%	-1%	-8%	-1%	1%	-1%	-1%	3%	0
2	O=C(Nc1ccc(F)cc1)/C(=C1/CCCCCN1)[N+](=O)[O-]	u	-3%	0%	-1%	x	-1%	5%	x	1%	-1%	-7
3	CCCC(=O)Nc1sc2c(c1C(=O)OC)C(C(=O)OC)CC2 (stereo unspecified)	-21%	5%	-4%	-9%	8%	-7%	-5%	-2%	u	5%	-5
4	COc1ccccc1CNS(=O)(=O)c1c(C(=O)N2CCCCCC2)c(C)n(C)c1C	2%	-4%	x	-2%	-5%	-1%	-10%	-6%	-23%	-4%	27
5	O=C(O)C1CCCN1c1ncnc2ccccc12 (stereo unspecified)	u	-2%	-3%	8%	-5%	2%	-12%	-2%	7%	-6%	1
6	Cc1c(C(=O)Nc2cc(F)cc(F)c2)cnn1-c1ccccc1	u	1.3µM*	-12%	7.6µM*	-2%	2.5µM*	-28%	26%	0%[1.91 µM]	1%	-20
7	CC(C)C[C@H](NC(=O)N1CCn2c1nc1ccccc12)C(=O)NCc1ccc2c(c1)OCO2	-1%	1%	5%	4%	-3%	0%	-2%	3%	-3%	23%	-39
8	Cc1cc[n+](C(C)C(=O)c2ccc(Cl)cc2)cc1 (stereo unspecified)	-3%	-8%	3%[11.5 µM]	0%	-1%	0%	-13%	-1%	-2%	-3%	9
9	CC(C)NC(=O)c1cc2cc(Br)ccc2oc1=O	u	12%	-11%	-16%	13%	8%	-13%	2%	17%	-2%	5
10	Nc1ccc(N2CCN(c3ccc(F)cc3)CC2)cc1	6.5µM*	14%	1%	1%	0%	1%	-20%	-13%	7%	-3%	-13
11	O=C(CSc1nnc(Cn2nnc(-c3ccccc3)n2)n1-c1ccccc1)Nc1ccc(F)cc1	1%	0%	-2%	6%	1%	-6%	-7%	19%	u	-4%	2
12	O=C(COC(=O)c1c2c(nc3ccccc13)/C(=C\c1cccs1)CCC2)Nc1ccccc1	15µM*	-31%[inhibitor]	1%	3%	8%	-33%[inhibitor]	u	u	u	15%	-1

# Remaining list, next part.
no.	SMILES	ELG1 DNA repair	NPC1 prom act	PKM2 activator	FLuc modulator	MBNL1 CUG block	Rab9 prom act	Gal4-VP16 FLuc	Menin-MLL TR inh	RORg inh	Mito fusion yeast	KCNH2 3.1 block
13	COc1ccc(S(=O)(=O)N2CCC(C(=O)Oc3c(OC)cccc3OC)CC2)cc1OC	-13%	5%	-1%	-3%	-6%	1%	x	9%	x	5%	8
14	O=C(c1ccc(C(F)(F)F)cc1)N1CCN(S(=O)(=O)c2ccc3c(c2)OCCCO3)CC1	u	-2%	20%	1%	4%	-4%	-4%	x	13µM*	2%	5
15	O=S(=O)(c1cccc(Cl)c1)N1CN(CC2CCCO2)c2nc3ccccc3nc21 (stereo unspecified)	-17%	1%	x	5%	13%	-3%	4%	x	30%	-12%	12
16	C=CCC1c2cccc(C(=O)O)c2C(=O)N1c1ccc(Cl)cc1 (stereo unspecified)	1%	-1%	-5%	1%	-2%	-1%	6%	x	4%	3%	2
17	CC(C)c1nc(SCC(=O)Nc2ccc([N+](=O)[O-])cc2Br)n[nH]1	u	-2%	u	-6%	u	-8%	-9%	18%	3%	14%	8
18	O=C(COC(=O)CC1CC2CCC1C2)Nc1ccc(F)cc1 (stereo unspecified)	0%	-3%	-2%	-17%	-7%	0%	-5%	8%	14%	-2%	-1
19	NC(=O)N/N=C/c1sc(=O)n(-c2ccccc2)c1Cl	29%	11%	-1%	u	19%	0%	14%	x	0%	-4%	-6
20	O=[N+]([O-])c1ccc(OCC2CC(c3ccccc3)=NO2)cc1 (stereo unspecified)	0%	0%	5%	-26%	-4%	14%	-3%	x	17%	-17%	-3
21	CC(C)c1ccc(OCC(=O)Nc2c3c(nn2C(C)(C)C)CS(=O)(=O)C3)cc1	u	4%	x	0%	x	-1%	x	x	x	9%	0
22	COc1ccc(-n2c(Cc3cccn3C)nnc2SCC(=O)Nc2ccccc2)cc1	-1%	0%	0%	-2%	4%	-6%	-15%	-25%	u	4%	0
23	COc1ccc(CCN(C)C(=O)C2CCN(C(=O)Nc3ccccc3)CC2)cc1OC	18%	14%	x	-4%	x	19%	x	x	x	-2%	-19
24	CC(C)OCCCNC(=O)C1CCN(S(=O)(=O)N2CCCCC2)CC1	-7%	-1%	-2%	9%	-3%	1%	-3%	4%	-2%	-3%	8

# The closing 2 compounds of the section before come first, to join the parts:
no.	SMILES	ELG1 DNA repair	NPC1 prom act	PKM2 activator	FLuc modulator	MBNL1 CUG block	Rab9 prom act	Gal4-VP16 FLuc	Menin-MLL TR inh	RORg inh	Mito fusion yeast	KCNH2 3.1 block
23	COc1ccc(CCN(C)C(=O)C2CCN(C(=O)Nc3ccccc3)CC2)cc1OC	18%	14%	x	-4%	x	19%	x	x	x	-2%	-19
24	CC(C)OCCCNC(=O)C1CCN(S(=O)(=O)N2CCCCC2)CC1	-7%	-1%	-2%	9%	-3%	1%	-3%	4%	-2%	-3%	8
25	CC(=O)c1ccc(NC(=O)C(C)Sc2nnnn2C)cc1 (stereo unspecified)	17%	-4%	7%	5%	-11%	4%	7%	7%	1%	-3%	-3
26	CCCCN(C(=O)c1ccc2c(c1)S(=O)(=O)N=C1CCCCCN12)c1c(N)n(CCCC)c(=O)[nH]c1=O	12%	-2%	x	-3%	x	-3%	x	x	x	-1%	-8
27	Cn1nc(C(=O)N2CCN(c3ccccc3F)CC2)c2c1-c1ccccc1S(=O)(=O)C2	-6%	-1%	-7%[0.46 µM]	u	-5%	-2%	0%	-7%	3%	16%	-20
28	CC(C)(C)OC(=O)N1CCC(c2cc(-c3cccs3)n[nH]2)CC1	13%	0%	-4%	-15%	-3%	14%	-13%	-20%	u	-10%	-7
29	CCOC(=O)c1oc2ccc(S(=O)(=O)n3nc(-c4ccccc4)cc3N)cc2c1C	u	-16%	3%	-2%	2%	-22%	11µM*	u	-36%	1%	-40
30	CCOc1cc(N2CCOCC2)c(OCC)cc1NC(=O)c1ccc2ccccc2n1	u	-5%	-36%	-26%	-5%	1%	-16%	u	0%	-6%	-7
31	N#CC1=C(N2CCCCC2)c2cc3c(n2C1=O)CCCC3	u	3%	-1%	-19%	u	3%	-9%	u	-2%	4%	3
32	O=C(NC(=S)NC1CCCCC1)c1ccccc1[N+](=O)[O-]	u	10%	-1%	-18%	u	10%	5.6µM*	x	5µM*	-9%	6
33	CC(C)C(NC(=O)c1ccccc1)C(=O)OCC(=O)N1CCCC1 (stereo unspecified)	13%	3%	x	-1%	x	-1%	x	x	x	9%	-4
34	Cc1ccc(CCNC(=O)CN(c2ccc(C)cc2)S(=O)(=O)c2c(C)noc2C)cc1	0%	-2%	x	3%&-17%	-5%	3%	-1%	x	-1%	4%	4
35	CN1CCN(NC(=S)NC2CCCC2)CC1	-2%	0%	2%	2%	6%	-9%	-15%	-1%	0%	-1%	-9
36	CN(Cc1ccccc1)C(=O)c1nc[nH]c1C(=O)N1CCN(c2ccccc2)CC1	22%	1%	x	-1%	x	2%	x	x	x	-4%	14
37	C=CCNC(=O)C(C)N1c2cccc3cccc(c23)S1(=O)=O (stereo unspecified)	-6%	-8%	4%	1%	24%	0%	x	-4%	x	1%	-19
38	COP(=O)(OC)C(Nc1cc(Cl)cc(Cl)c1)c1cccc(O)c1 (stereo unspecified)	2%	-6%	15%	0%	-10%	-9%	-8%	11%	36%	3%	13
39	CN(C)c1ccc(NC(=O)c2ccc(N3CCOCC3)nc2)cc1	u	22%	0%	15µM*	2%	16%	-1%	x	27%	-3%	0
